ST2 IL33 inh = IL1RL1 inhibition; 2.3% of 78,000 active; inhibition, % for hits at 17 µM; AlphaLISA ST2-Fc/biotin-IL-33 interaction, 1 h; in the data active = inhibition above about 30%; inconclusive = mostly about 10% to 28%
Target sequence (Q01638 whole entry, looked up): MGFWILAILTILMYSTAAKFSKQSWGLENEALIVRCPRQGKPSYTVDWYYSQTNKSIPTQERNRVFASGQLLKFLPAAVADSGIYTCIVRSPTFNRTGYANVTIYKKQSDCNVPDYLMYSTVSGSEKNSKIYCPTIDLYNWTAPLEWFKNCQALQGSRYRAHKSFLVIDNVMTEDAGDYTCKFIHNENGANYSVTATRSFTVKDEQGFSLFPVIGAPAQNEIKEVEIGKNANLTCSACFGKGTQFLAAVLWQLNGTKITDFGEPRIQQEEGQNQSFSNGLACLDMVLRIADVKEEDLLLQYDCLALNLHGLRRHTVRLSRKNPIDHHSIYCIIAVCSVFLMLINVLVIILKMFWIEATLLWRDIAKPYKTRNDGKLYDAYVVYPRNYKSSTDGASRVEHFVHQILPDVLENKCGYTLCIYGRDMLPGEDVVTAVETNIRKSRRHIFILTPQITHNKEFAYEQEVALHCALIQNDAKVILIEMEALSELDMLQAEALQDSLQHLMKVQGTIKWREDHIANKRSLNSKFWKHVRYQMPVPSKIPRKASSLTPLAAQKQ
Numbers without * were called inactive; i = inactive; ? = inconclusive; ! = not confirmed by another sample.

SMILES | ST2 IL33 inh
CCCCNC(=O)c1ccc(CS(=O)(=O)c2c(Cl)cccc2Cl)o1 | i
Cc1ccc(C23C[C@@H]4C[C@@H](CC(C(=O)Nc5ccc6c(c5)C(=O)N(C)C6=O)(C4)C2)C3)cc1 | i
O=C(Cn1c(=O)[nH]c2ccsc2c1=O)N1CCC(Cc2ccccc2)CC1 | i
CCN(C(=O)Cc1c(C(=O)O)n(CC)c2ccccc12)c1ccc(F)cc1 | i
Cc1cc(N2CCCC(N)CC2)nc(-c2ccccc2)n1 (stereo not given) | ?
CCOc1ccc2c(=O)c(Oc3ccccc3)c(C(F)(F)F)oc2c1C | ?
O=C1C2C3C=CC(C3)C2C(=O)N1Cc1ccccc1 (stereo not given) | i
CCC(=O)Nc1ccc(OCC(=O)N2CCO[C@@H]3CCCC[C@H]32)cc1 | ?
CN(C)CC1(O)CCN(C(=O)c2cccc(-c3ncc[nH]3)c2)C1 (stereo not given) | ?
COc1ccc(C(=O)N2CCCC(N3CCN(c4ccc(F)cc4)CC3)C2)o1 (stereo not given) | ?
Cc1cc(NC(=O)c2cc(CC(C)C)on2)n(-c2ccccc2)n1 | ?
CC(=O)Nc1ccc(S(=O)(=O)N2C[C@@H]3C[C@H](C2)c2c(-c4ccccc4F)ccc(=O)n2C3)cc1 | i
CS(=O)(=O)c1ccc(-n2ccnc2-c2ccccn2)cc1 | ?
O=C(C1CC1)N1CCc2cc(S(=O)(=O)N3CCN(Cc4ccc5c(c4)OCO5)CC3)ccc21 | i
CCOC(=O)c1c(-c2ccccc2)csc1NC(=O)CCCn1nc(C)c([N+](=O)[O-])c1C | i
COc1ccc2nc3oc(C(=O)N4CCN(c5ccc(F)cc5)CC4)cc3cc2c1 | i
Cc1cc2c(cc1C)NC(c1ccc3c(c1)OCO3)C1=C(CC(C)(C)CC1=O)N2 (stereo not given) | i
O=C(CN1CCOCC1)N1CCN(C(=O)c2ccccc2)C1 | i
CC(C)n1cc(CN2CCC(CNC(=O)C3CCCCC3)C2)cn1 (stereo not given) | i
O=C(Nc1cccnc1)c1ccccc1Cl | i
Cc1c(Cl)c(C)c(C=Nc2ccccc2N)c(O)c1Br | ?
COc1cc(OC)c(NC(=O)c2ccc([N+](=O)[O-])c(C)c2)cc1Cl | ?
COc1ccccc1C(=O)N/C(=C\c1ccc2c(c1)OCO2)C(=O)Nc1ccc(C)cc1 | i
COc1ccc(NC(=O)c2oc3ccccc3c2NC(=O)c2cc3ccccc3oc2=O)cc1 | i
Cc1cc(C)n2nc(SCCC(=O)NCc3ccc4c(c3)OCO4)nc2n1 | i
Later entries.
SMILES | ST2 IL33 inh
CCN(CC)C(=O)CSc1cc(=O)n(C)c2ccccc12 | i
Cc1ccccc1Oc1ccc(N2C(=O)C3C4C=CC(C5CC45)C3C2=O)cc1 (stereo not given) | i
Cc1ccc2nc(NC(=O)C3CCCN(S(=O)(=O)c4cnc[nH]4)C3)sc2c1 (stereo not given) | i
O=C1NC(=Nc2ccccc2Cl)S/C1=C/c1ccc([N+](=O)[O-])cc1 | 31.0%*
Cc1ccc(C2CC(c3c(F)cccc3Cl)n3nc(N)nc3N2)cc1 (stereo not given) | i
O=C(C(=O)N1CCCC1c1nc(-c2ccccc2)no1)c1ccco1 (stereo not given) | ?
CCCCNC(=O)C1c2cc(OC)c(OC)cc2C(=O)N(C)C1c1cccs1 (stereo not given) | i
CN(Cc1ncc[nH]1)c1nc(-c2cccnc2)nc2c1cnn2C | ?
Cc1cc(C(=O)N2CCC3(CN(C)C(=O)O3)C2)c2c(C)nn(C)c2n1 (stereo not given) | i
CC(C)(Oc1ccc(Cl)cc1)C(=O)Nc1ccc2c(c1)OCO2 | i
O=c1[nH]c(NCc2ccco2)nnc1Cc1ccccc1Cl | i
CCC(=O)Oc1ccc2c(C)cc(=O)oc2c1 | i
Cc1ccc2cccc(OCCNC3CCN(C(=O)C(C)C)CC3)c2n1 | i
c1ccc2sc([C@H]3CCN(CC4CCCCC4)C3)nc2c1 | ?
CSc1ccc2cc(CN(C)C(C)c3ccccn3)c(=O)[nH]c2c1 (stereo not given) | i
Cc1c(Br)cc(C(=O)Nc2ccccc2F)c(C)c1C | i
COCCN(CC1CCCN(C2Cc3ccccc3C2)C1)C(=O)Cc1[nH]nc2ccccc12 (stereo not given) | i
COc1ccc(C2C3=C(CC(C)(C)CC3=O)OC(N)=C2[N+](=O)[O-])cc1 (stereo not given) | i
CCn1cncc1CNC(=O)c1cn(CC2CCCNC2)nn1 (stereo not given) | i
O=C(CCN1C(=O)c2ccccc2C1=O)N1CCCCCC1 | i
CCNC(=O)c1ccccc1-c1cc(OC)ccc1F | i
N#CC1=C(N)Oc2cc(N)ccc2C1c1ccccc1 (stereo not given) | i
O=C(c1cccnc1)N1N=C(c2cccs2)CC1c1ccc(F)cc1 (stereo not given) | i
O=C(Cc1c(C(=O)O)[nH]c2ccc(Cl)cc12)NCc1ccc2c(c1)OCO2 | i
COc1ccc(N2C(=O)Nc3ccccc3C2(O)C(=O)NC2CCCCC2)c(OC)c1 (stereo not given) | i

Shown as a markdown table: part of the list above
| structure | ST2 IL33 inh |
| --- | --- |
| Cc1ccc(C2CC(c3c(F)cccc3Cl)n3nc(N)nc3N2)cc1 (stereo not given) | i |
| COc1ccc(N2C(=O)Nc3ccccc3C2(O)C(=O)NC2CCCCC2)c(OC)c1 (stereo not given) | i |
| CCCCNC(=O)C1c2cc(OC)c(OC)cc2C(=O)N(C)C1c1cccs1 (stereo not given) | i |

(cont.)
SMILES | ST2 IL33 inh
COc1ccc(S(=O)(=O)N=C2C=CC(=O)c3ccccc32)cc1 | 39.0%*
CC1(C)CC(c2ccc(F)cc2)(C(CN)CO)CCO1 (stereo not given) | ?
COc1cccc(NC(=O)c2oc3ccccc3c2NC(=O)COc2cccc(OC)c2)c1 | i
N#CC1=C(N)Oc2n[nH]c(-c3ccccc3)c2C1c1cccc(F)c1 (stereo not given) | i
CCCC(=O)C1=C(SCC)CC(C)(C)CC1=O | i
C[C@H](C(=O)NCCN1CCOCC1)C1CC[C@@]2(C)Cc3sc(-c4ccccc4)nc3[C@@H](C)[C@@H]2[C@H]1O (stereo not given in full) | i
COc1ccc(C[C@@H]2NC(=O)[C@@H]3C[C@@H](NC(=O)Nc4cccc(SC)c4)CCN3C2=O)cc1 | 33.0%*
CCSc1nc(CC(=O)NC(C)C(=O)Nc2cc(F)ccc2C)cs1 (stereo not given) | i
c1ccc2c(Nc3ccc4c(c3)OCCO4)c3c(nc2c1)CCC3 | ?
O=S1(=O)c2ccccc2NC(c2cccc(Cl)c2Cl)N1Cc1ccccc1 (stereo not given) | i
CCc1nc2ccc(C(=O)NC3CCCC3)cc2nc1CC | i
C[C@@H]1O[C@@H](OC[C@H]2O[C@@H](Oc3cc(O)cc4c3C(=O)C(O)(Cc3ccc(O)cc3)O4)[C@H](O)[C@@H](O)[C@@H]2O)[C@H](O)[C@H](O)[C@H]1O (stereo not given in full) | ?
O=C1NC(=Nc2ccccn2)SC1Cc1cccc(C(F)(F)F)c1 (stereo not given) | ?
CN1C(=O)C2(CCN(c3ncc(F)cn3)CC2)c2ccccc21 | i
COc1cccc(NC(=O)CCCc2ccccc2)c1 | i
c1csc(CN2CCSCC2)c1 | i
CC(C)(C)n1nc2c(c1NC(=O)c1ccc(Cl)cc1Cl)CSC2 | ?
CC(C)CN(CC(C)C)C(=O)C1CCCN1S(=O)(=O)c1cccc2nsnc12 (stereo not given) | i
Cc1ccc(C(c2sc3nc(C)nn3c2O)N2CCN(c3ccccc3)CC2)cc1 (stereo not given) | i
NS(=O)(=O)c1cccc(NC(=O)c2ccc3c(c2)OCCO3)c1 | i
CCNc1ncnc2sc3c(c12)CCCC3 | i
Cc1nc2c(C(=O)N3CCC4(CC3)OCCO4)cnn2c(C)c1Cc1ccc(F)cc1 | i
COC(=O)c1ccccc1NC(=O)O[C@@H]1CO[C@H]2[C@@H]1OC[C@@H]2Nc1nccc(-c2ccc(N(C)C)cc2)n1 | i
CCC(=O)Nc1c(C)nn(-c2ccc([N+](=O)[O-])cc2)c1C | i
O=C(c1ccc2nc(N3C(=O)c4ccccc4C3=O)sc2c1)N1CCN(c2ccccn2)CC1 | i
Following part:
SMILES | ST2 IL33 inh
O=C(c1cn(C/C=C/c2ccccc2)nn1)N1CCC(C(O)c2cccs2)CC1 (stereo not given) | i
CC(=O)Nc1ccc2c(c1)c1ccccc1n2C(C)=O | i
CCC(CC)C(=O)N1CC[C@H](O)C[C@@H]1C(=O)O | ?
CCOC(=O)C1CCCN(S(=O)(=O)c2cc(Br)cc3c2N(C(=O)CC)CC3)C1 (stereo not given) | i
CC(C)CC(NC(=O)C1Cc2ccccc2C1)c1nnc2n1CCNCC2 (stereo not given) | ?
COCCCNS(=O)(=O)c1cccc2cccnc12 | i
COc1cc(CN2CCN(c3ccccc3F)CC2)cc([N+](=O)[O-])c1O | i
COc1ccccc1N1CCN(S(=O)(=O)c2ccc3[nH]cc(C(=O)O)c(=O)c3c2)CC1 | i
Cc1nn(CCCC(=O)Nc2cc(Oc3ccc4c(c3)CCC4)cc([N+](=O)[O-])c2)c(C)c1[N+](=O)[O-] | ?
CCN(CCCNC(=O)C1CCCN1c1nnc(N2CCCC2=O)s1)Cc1ccccc1 (stereo not given) | i
c1ccc(-c2ncn(CC3CNCCO3)c2-c2cc3ccccc3[nH]2)cc1 (stereo not given) | ?
c1ccc2c(c1)CC(N1CCN(c3cccc4c3OCCO4)CC1)C2 | i
CCOc1ccc(-c2nc(SCC(=O)Nc3ccc(OC)c(OC)c3)n3[nH]c(=O)cc3n2)cc1 | i
NC(=O)C1CCN(C(=O)C2c3ccccc3C(=O)N3CCc4ccccc4C23)CC1 (stereo not given) | i
Cc1cc(C)n(C(C)C(=O)N(C)CC(=O)c2ccc(O)cc2)n1 (stereo not given) | ?
CC1CCc2c(sc(NC(=O)COc3cccc(Cl)c3)c2C#N)C1 (stereo not given) | i
CC(C)C(C)(NC(=O)c1cccnc1Oc1ccc(Cl)cc1)C(N)=O (stereo not given) | i
O=C(Cc1ccccc1)NCc1nc2ccccc2n1Cc1ccccc1F | i
CCN(CC)c1ccc(CNc2ccc3c(c2)ncn3CC)cc1 | 52.0%*!
CC(C)OCCNC(=O)CC1C(=O)NCCN1Cc1ccccn1 (stereo not given) | i
CC1=C(C(=O)Nc2ccccc2)C(c2ccco2)C(C#N)=C(SCC(=O)c2ccc(C)cc2)N1 (stereo not given) | i
O=C(Nc1ccc(Nc2ccccc2)cc1)c1ccc(Br)o1 | ?
COc1ccc2cc3cc(C(=O)Nc4ccc(C)cc4Cl)oc3nc2c1 | i
O=C(CCC1CCN(C(=O)Cc2csc(-c3ccccc3)n2)CC1)NC1CC1 | i
N#C/C(=C\c1ccc([N+](=O)[O-])cc1)c1nc(-c2ccc3c(c2)OCO3)cs1 | i

Some of the entries above, set out differently.
CCOc1ccc(-c2nc(SCC(=O)Nc3ccc(OC)c(OC)c3)n3[nH]c(=O)cc3n2)cc1
  ST2 IL33 inh: i

NC(=O)C1CCN(C(=O)C2c3ccccc3C(=O)N3CCc4ccccc4C23)CC1 (stereo not given)
  ST2 IL33 inh: i

Cc1cc(C)n(C(C)C(=O)N(C)CC(=O)c2ccc(O)cc2)n1 (stereo not given)
  ST2 IL33 inh: ?

CC1CCc2c(sc(NC(=O)COc3cccc(Cl)c3)c2C#N)C1 (stereo not given)
  ST2 IL33 inh: i

(next part)
SMILES | ST2 IL33 inh
O=C1CCC([N+](=O)[O-])C(c2ccc(F)c(Br)c2)N1 (stereo not given) | i
CC(C)C[C@@H](NC(=O)C1=C[C@@H](NC(=O)c2ccco2)[C@@H](O)[C@H](O)C1)C(N)=O | i
COc1ccc(Cn2c(CNS(=O)(=O)c3ccc(C)cc3C)nc3cccnc32)cc1 | i
O=c1c2c3c(sc2nc(SCCO)n1-c1ccccc1)CCCC3 | i
CN(CC(O)CO)C(=O)CC12CC3CC(CC(C3)C1)C2 (stereo not given) | i
CC1(C)CC(=O)C2=C(C1)OC(N)=C(C#N)C2c1cccs1 (stereo not given) | i
CCN(CC)c1ccc2cc(C(N)=O)c(=Nc3cccc(C)c3)oc2c1 | ?
Cc1ccc(C)c(OCC(=O)Nc2ccc(S(=O)(=O)Nc3nccs3)cc2)c1C | i
c1csc(CN2CCC(n3cc(C4CC4)nn3)CC2)c1 | ?
O=C(CC1(O)C(=O)Nc2ccc(I)cc21)c1cccs1 (stereo not given) | i
COc1ccc(NC(=O)C2CCN(S(=O)(=O)c3cccs3)CC2)c(OC)c1 | i
COc1ccc2nc(N3CCC(C(=O)NCCCN4C(C)CCCC4C)CC3)sc2c1 (stereo not given) | i
CCc1ccc(C(=O)c2c[nH]c3ccc(CC)cc3c2=O)cc1 | i
Cc1ccc(-c2c(C)n([O-])c3c([n+]2=O)CCC3)o1 | i
O=C1CCCC2=C1C(c1cccs1)c1c(nc(SCc3ccccc3Cl)[nH]c1=O)N2 (stereo not given) | ?
CCc1nc2oc(C(=O)c3ccc(Cl)cc3)c(N)c2c2c1COC(C)(C)C2 | i
COc1ccc(NC(=O)c2cc(-c3cccs3)on2)cc1 | i
CC(=O)c1ccc(C(=O)N(CCc2ccccc2)CC2CCCN(C)C2)s1 (stereo not given) | ?
CCOC(=O)CC(=O)CSc1ncnc2sc3c(c12)CCCC3 | i
Clc1cccc(CN2CCOCC2)c1Cl | i
O=C(NCCSCc1ccccc1)c1ccc(C2SCC(=O)N2Cc2ccccc2)cc1 (stereo not given) | i
Cn1nnnc1SCC(=O)N1CCN(c2ccccc2)CC1 | i

Ordered by formula weight (smallest number first): some entries from above
SMILES | ST2 IL33 inh
O=c1[nH]c(NCc2ccco2)nnc1Cc1ccccc1Cl | i
O=C1NC(=Nc2ccccc2Cl)S/C1=C/c1ccc([N+](=O)[O-])cc1 | 31.0%*
COc1ccc(N2C(=O)Nc3ccccc3C2(O)C(=O)NC2CCCCC2)c(OC)c1 (stereo not given) | i
COc1ccc2nc(N3CCC(C(=O)NCCCN4C(C)CCCC4C)CC3)sc2c1 (stereo not given) | i
C[C@H](C(=O)NCCN1CCOCC1)C1CC[C@@]2(C)Cc3sc(-c4ccccc4)nc3[C@@H](C)[C@@H]2[C@H]1O (stereo not given in full) | i

High-throughput results: PubChem, IUPUI and University of Michigan

Not all compounds are listed (hit frequency here may not be typical).
